Screens as filed in PubChem BioAssay.
FLuc counter: qHTS profiling assay for firefly luciferase inhibitor/activator using purifed enzyme and Km concentrations of substrates (counterscreen for miR-21 project); Luciferin 4-monooxygenase (Photinus pyralis), P08659; purified FLuc, Km substrates, luminescence inhibition; Potency, µM (series often up to 57.5 µM), for inactives: top-dose activity change, negative = inhibition, hits mostly inhibitors; 360,000 tested, 6.9% active; AID 588342, 2011;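 also: potency is read from the fitted curve at half-maximal effect; plate controls were vehicle for no effect and reference inhibitor for full effect; nearly all actives have a fitted effect of over 55% in size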
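Biochemical qHTS of compounds, final roughly 60 µM downward over six points, against 10 nM purified firefly luciferase using Km concentrations of substrates (10 uM D-luciferin, 10 uM ATP) in Tris acetate pH 7.5 buffer; luminescence output.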
FBPA coupling cs: qHTS Assay for Inhibitors of Fructose-1,6-bisphosphate Aldolase from Giardia Lamblia: Coupling assay counterscreen. coupling enzyme system counterscreen, AmpLite Red fluorescence. activity change, negative = inhibition, % at 58.2 µM, hits read low. 290,000 tested, 0.67% active; in the data active = activity change below about -30%; also: % is scaled to controls: 0 for no effect and ±100 for the full control effect
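Final compound at 57.5 uM, incubated 10 min at RT with coupling enzyme reagent (glyceraldehyde-3-phosphate), then 20 min with substrate and AmpLite Red detection. Fluorescence read at 525/598 nm; tests interference with the coupling assay, not aldolase inhibition.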
ELG1 genotox: qHTS screen for small molecules that induce genotoxicity in human embryonic kidney (HEK293T) cells expressing luciferase-tagged ELG1. HEK293T ELG1-luciferase reporter, luminescence, 16 h. Potency, µM (doses to about 46 µM), inactives show at the top dose activity change, positive = activation, most hits filed as activators. 330,000 tested, 1.3% active. AID 504466, 2011; also: potency is read from the fitted curve at half-maximal effect; % of control where 0% means no effect; nearly all actives have a fitted effect of over 60% in size
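Genotoxic stress is detected as increased luminescence from luciferase-tagged ELG1 in HEK293T cells, measured with ONE-Glo after a 16 hr treatment at 37 °C.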
Gal4-VP16 FLuc: VP16 counterscreen qHTS for inhibitors of ROR gamma transcriptional activity; Drosophila S2 Gal4-VP16 UAS-luciferase, luminescence, 20 h; Potency, µM (top dose mostly 53.6 µM), for the others: at the top dose activity, negative = inhibition, most hits filed as inhibitors; 310,000 tested, 3.5% active; AID 2546, 2010;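 also: Gal4-VP16 expression switched on by copper sulfate through the metallothionein promoter; potency is read from the fitted curve at half-maximal effect; % is scaled to controls: 0 for no effect and ±100 for the full control effect; nearly all actives have a fitted effect of over 50% in size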
RORgamma inh: qHTS for inhibitors of ROR gamma transcriptional activity; Drosophila S2 Gal4-RORgamma UAS-luciferase reporter, 20 h; Potency, µM (titrated, usually from 53.6 µM), for the others: at the top dose activity change, negative = inhibition, hits mostly inhibitors; 310,000 tested, 5.4% active; AID 2551, 2010; also: potency is read from the fitted curve at half-maximal effect; % is scaled to controls: 0 for no effect and ±100 for the full control effect; nearly all actives have a fitted effect of over 60% in size
Target sequence (P51450 whole entry, looked up, the tested form may be a part): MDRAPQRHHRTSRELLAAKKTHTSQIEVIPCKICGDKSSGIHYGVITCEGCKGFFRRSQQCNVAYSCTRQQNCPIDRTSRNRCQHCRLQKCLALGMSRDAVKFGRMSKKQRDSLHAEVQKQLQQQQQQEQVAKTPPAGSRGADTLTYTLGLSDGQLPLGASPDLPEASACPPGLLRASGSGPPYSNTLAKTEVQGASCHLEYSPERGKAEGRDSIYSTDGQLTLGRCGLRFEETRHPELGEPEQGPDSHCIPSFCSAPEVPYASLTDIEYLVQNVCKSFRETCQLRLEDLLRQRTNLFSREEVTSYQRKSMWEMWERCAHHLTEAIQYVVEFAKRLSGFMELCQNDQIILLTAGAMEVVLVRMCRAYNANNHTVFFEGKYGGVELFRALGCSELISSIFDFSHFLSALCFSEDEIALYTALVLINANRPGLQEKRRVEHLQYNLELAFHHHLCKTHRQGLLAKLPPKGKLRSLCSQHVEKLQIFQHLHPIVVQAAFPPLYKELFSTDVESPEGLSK
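Drosophila S2 cells stably expressing Gal4-DBD/mouse RORγ fusion under metallothionein promoter plus UAS-luciferase; compound 1 h, then 700 uM CuSO4 induction for 20 h at ambient temperature; inhibition read as reduced luminescence.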
KCNH2 3.1 block: qHTS for Inhibitors of KCHN2 3.1: Mutant qHTS. 340,000 tested, 0.95% active. AID 720553, 2013. activity change, % (tested at about 1.8 µM). Potassium voltage-gated channel subfamily H member 2, brain isoform KCNH2 3.1 (human). U2OS KCNH2 3.1, thallium flux FluxOr; stronger effect = lower value;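 active = maximum activity change below -70%; inconclusive = maximum activity change from -70% to -50%; inactive = maximum activity change above -50%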;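 also: thallium influx rate constant from kinetic fluorescence after stimulation buffer; % is scaled to controls: 0 for no effect and ±100 for the full control effect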
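Normalized rate constant (relative to positive and negative DMSO controls) derived from a 2 min kinetic fluorescence read after stimulation; U2OS cells expressing the 3.1 isoform via virus at 1.77 x 10^8 /mL.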
uPA generation: qHTS for Inhibitors of Cell Surface uPA Generation; Potency, µM (titrated, usually from 38.3 µM), for the others: at the highest dose activity change, negative = inhibition, usual class: inhibitors; 330,000 tested, 0.31% active; cell surface uPA generation assay, qHTS; active = well fitted inhibition curve with a large enough effect; inconclusive = small, poorly fitted or top-dose-only effect; inactive = no such curve, though single readings can be large or run the other way; tested in mouse RAW 264.7 cells; also: potency is read from the fitted curve at half-maximal effect; % is scaled to controls: 0 for no effect and ±100 for the full control effect; nearly all actives have a fitted effect of over 55% in size
Giardia killer: Small Molecules that selectively kill Giardia lamblia: qHTS | Giardia lamblia trophozoite viability | activity change, % at 7.66 µM, hits read low | 340,000 tested, 0.15% active | AID 540267, 2011; in the data active = activity change below about -80%; inconclusive = between about -30% and that limit;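 also: parasites exposed to compound for two days anaerobically before the ATP read; % is scaled to controls: 0 for no effect and ±100 for the full control effect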
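Killing of trophozoites was scored by loss of ATP luminescence after a 48 hrs anaerobic exposure to compounds at 37 deg C, using 100 cells per well.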
Tb PFK block: qHTS Assay to Find Inhibitors of T. brucei phosphofructokinase; 330,000 tested, 0.17% active; ATP-dependent 6-phosphofructokinase (Trypanosoma brucei brucei), O15648; T. brucei PFK, ADP-Glo luminescence; AID 485367, 2010; Potency, µM (top dose mostly 57.5 µM), inactives show at the highest dose activity, negative = inhibition, actives largely listed as inhibitors;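 also: potency is read from the fitted curve at half-maximal effect; 0% = uninhibited 1x PFK enzyme wells and -100% = no-enzyme wells; nearly all actives have a fitted effect of over 60% in size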
Target sequence (O15648 whole entry, looked up): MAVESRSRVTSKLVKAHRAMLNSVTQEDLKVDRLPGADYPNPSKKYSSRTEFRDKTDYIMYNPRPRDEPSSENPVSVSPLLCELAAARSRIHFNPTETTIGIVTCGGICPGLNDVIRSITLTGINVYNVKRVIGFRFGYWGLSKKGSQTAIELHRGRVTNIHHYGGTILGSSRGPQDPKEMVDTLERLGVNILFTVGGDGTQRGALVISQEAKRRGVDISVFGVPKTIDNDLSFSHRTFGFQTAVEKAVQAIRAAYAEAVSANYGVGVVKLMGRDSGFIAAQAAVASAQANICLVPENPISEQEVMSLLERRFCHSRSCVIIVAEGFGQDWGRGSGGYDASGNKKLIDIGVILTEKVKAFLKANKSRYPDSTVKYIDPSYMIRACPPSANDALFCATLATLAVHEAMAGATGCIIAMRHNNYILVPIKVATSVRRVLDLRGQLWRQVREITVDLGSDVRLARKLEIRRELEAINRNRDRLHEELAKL
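Activity is normalized to no-enzyme wells (full inhibition) and 1.25 nM enzyme wells (no inhibition). Reaction: 0.5 mM F6P, 0.1 mM ATP, 45 min RT, ADP-Glo luminescence; concentration-response curves fitted and classed by quality.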
Rab9 prom act: qHTS Assay for Rab9 Promoter Activators | Huh7 Rab9 promoter-luciferase reporter, luminescence, 24 h | Potency, µM (top dose mostly 9.22 µM), for inactives: at the highest dose activation, negative = inhibition, usual class: activators | 320,000 tested, 2.8% active | AID 485297, 2010; also: potency is read from the fitted curve at half-maximal effect; % of control where 0% means no effect; nearly all actives have a fitted effect of over 60% in size
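Luciferase signal after 10 min detection reagent at ambient indicates Rab9 promoter upregulation; stably transfected Huh7 cells were treated 24 h with compound in DMSO at 37 °C, 5% CO2.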
NPC1 prom act: qHTS Assay for NPC1 Promoter Activators; Potency, µM (top dose mostly 9.22 µM), inactives show top-dose activation, hits mostly activators; 320,000 tested, 2.4% active; Huh7 NPC1 promoter luciferase reporter, 24 h;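 also: potency is read from the fitted curve at half-maximal effect; % of control where 0% means no effect; nearly all actives have a fitted effect of over 60% in size; reporter is driven by a mutant NPC1 promoter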
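Quantitative HTS used a cell-based reporter: Huh7 cells stably bearing the NPC1 promoter upstream of luciferase were treated with compounds for 24 h, and promoter activation was read as luminescence.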
Starred values were filed as active, the others as inactive; ? = inconclusive; nt = no result given; [ ] = another dose, or the depositor's remark. Unless noted, calls follow the shape of the dose curve; as a rule, active = well fitted curve in the direction sought with a large enough effect; inconclusive = small, poorly fitted or top-dose-only effect, or another doubt; inactive = no such curve, though single readings can be large; an effect the other way counts as inactive or inconclusive.

Compound | FLuc counter | FBPA coupling cs | ELG1 genotox | Gal4-VP16 FLuc | RORgamma inh | KCNH2 3.1 block | uPA generation | Giardia killer | Tb PFK block | Rab9 prom act | NPC1 prom act
O=C1CCCC/C=C\C[C@H](CC(=O)N(CCO)Cc2ccccc2)C(=O)N[C@@H](Cc2ccccc2)CO1 | nt | nt | 1% | nt | nt | 14 | -8% | -25 | 0% | nt | nt
O=C(NNc1cccc(Cl)c1)c1cccnc1Cl | -1% | -1 | 10% | 10% | 34% | 2 | -9% | 0 | -18% | 0% | 1%
O=c1o[nH]c(-c2ccccc2)c1C=Nc1ccc(Cl)cc1 | -14% | 6 | 1% | 14% | 2% | 0 | 8% | -21 | 4% | 3% | -3%
O=C(CCc1nc2ccccc2c(=O)[nH]1)N1CCN(S(=O)(=O)c2ccc(Cl)c(C(F)(F)F)c2)CC1 | 1% | nt | -22% | nt | nt | -16 | -17% | -10 | -3% | -2% | -2%
Cc1ccc2nc(N/C(N)=N/S(=O)(=O)c3ccc([N+](=O)[O-])cc3)nc(C)c2c1 | 1% | 1 | -5% | -4% | 6%[10 µM] | 7 | 3% | -9 | 1% | 3% | -7%
COc1ccc(C2=CC(=O)C[C@H](c3ccc(OC)c(OC)c3)C2)cn1 | -1% | nt | 1% | nt | nt | nt | 15% | -5 | 0% | 0% | -1%
O=c1c2cc3c(nc2[nH]c(=S)n1-c1ccccc1)CCCC3 | -2% | -2 | 4% | ? | 2.5µM* | -7 | 6% | 17 | 2% | 5% | 6%
c1cnc(Nc2nc(-c3ccc4ccccc4c3)cs2)nc1 | ? | -3 | ? | 7% | -5% | 2 | 3% | -6 | 0% | 0.28µM* | 0.28µM*
CN(CCOC(=O)/C=C/c1ccco1)Cc1ccccc1 | -17% | 0 | 2% | 26% | 6% | -1 | -7% | 11 | ? | -3% | -5%
CC1=C(C(=O)Nc2cccc([N+](=O)[O-])c2)C2(CCC(C)CC2)OC1=O (centres undefined) | -7% | -5 | -3% | ? | ? | 2 | 2% | -2 | -4% | -1% | -8%
COc1ccccc1NC(=O)Cc1noc(CSc2nnc(N)s2)n1 | 3% | 2 | -3% | 0% | 4% | 4 | 9% | 4 | 1% | 4% | -3%
S=C1NCCc2ccc(Cl)cc2C1c1ccccc1Cl (centres undefined) | -1% | -1 | -1% | 3.5µM* | 5µM* | -11 | -3% | -1 | 2% | 3% | -1%
Cc1cccc(C)c1NC(=O)CNC(=O)c1cccnc1 | 0% | nt | -5% | -6% | 7% | 8 | 1% | -26 | -2% | 5% | 2%
COc1ccc(/C=C/C(=O)c2ccccc2)c(OC)c1 | 2.4µM* | 1 | ? | -7% | 16% | 11 | -5% | -9 | -2% | 1.8µM* | 3.2µM*
Cc1ccc(CS(=O)(=O)CCC(=O)N2CCOCC2)cc1 | 3% | 2 | 2% | 0% | -11% | 1 | -4% | -8 | 0% | 2% | -5%

The final 2 entries of the part above are carried over, then new ones follow.
Compound | FLuc counter | FBPA coupling cs | ELG1 genotox | Gal4-VP16 FLuc | RORgamma inh | KCNH2 3.1 block | uPA generation | Giardia killer | Tb PFK block | Rab9 prom act | NPC1 prom act
COc1ccc(/C=C/C(=O)c2ccccc2)c(OC)c1 | 2.4µM* | 1 | ? | -7% | 16% | 11 | -5% | -9 | -2% | 1.8µM* | 3.2µM*
Cc1ccc(CS(=O)(=O)CCC(=O)N2CCOCC2)cc1 | 3% | 2 | 2% | 0% | -11% | 1 | -4% | -8 | 0% | 2% | -5%
O=C(CSc1nc2ccccc2s1)NC1CCS(=O)(=O)C1 (centres undefined) | -12% | 2 | 1% | 1% | 4% | 16 | 0% | -12 | -8% | 2% | -2%
Cc1cc(=O)[nH]c(SC(C(=O)O)c2ccccc2)n1 (centres undefined) | 0% | -7 | -1% | -11% | -2% | 3 | 2% | -10 | 0% | -2% | 0%
c1ccc(-n2ncc3cccnc32)cc1 | ? | -3 | 1% | 0% | 30% | 8 | -8% | 6 | 4% | -2% | -2%
O=C(Cc1ccc([N+](=O)[O-])cc1)N1N=C(c2ccncc2)CC1(O)C(F)(F)F (centres undefined) | -2% | 0 | 0% | -4% | -18% | 11 | 7% | ? | 0% | 0% | -3%
COc1ccc(OCC(=O)NCCCN2CCOCC2)cc1 | 0% | 1 | 1% | 1% | ? | 2 | 0% | -1 | 0% | -3% | -1%
CS(=O)(=O)N(Cc1ccc(Cl)cc1)c1ccc(C(=O)N2CCN(c3ccccc3)CC2)cc1 | -1% | -2 | -12% | ? | 31% | -3 | 2% | 0 | 1% | 0% | -1%
O=C1NC(=Nc2cccnc2)S/C1=C/c1ccc(F)cc1 | 11µM* | 1 | 3% | 1% | 7% | -3 | -4% | 3 | -3% | -6% | -4%
Cc1ccccc1C(=O)N1CCCC(CCC(=O)N2CCN(c3ccccn3)CC2)C1 (centres undefined) | 1% | -1 | -4% | 2% | -22% | 4 | 0% | -6 | 0% | -6% | -2%
COc1ccc(-c2cc(-c3ccccc3)nc(N3CCCC3)n2)cc1OC | ? | 2 | -2% | -8% | 20% | -2 | nt | 0 | -4% | 0% | 0%
c1ccc(-n2ncc3c(N4CCC5(CC4)OCCO5)ncnc32)cc1 | 13µM* | 1 | 4.1µM* | 14% | 26% | 7 | 2% | -2 | -1% | ? | 2.5µM*
CS(=O)(=O)N1CC(C(=O)NC2CC2)Oc2ccc(Cl)cc21 (centres undefined) | -1% | 1 | 1% | -4% | -25% | 5 | 2% | 6 | 21µM* | 1% | -5%
COc1ccccc1C(CNC(=S)NCc1ccccc1)N1CCCC1 (centres undefined) | 5% | 0 | -4% | 5% | -23% | -11 | 3% | 18 | -2% | 5% | -5%
COc1cccc(N2CC(C)Cn3c2nc2c3c(=O)[nH]c(=O)n2C)c1 (centres undefined) | -2% | 2 | 0% | 4% | 7% | 7 | -2% | 19 | 0% | -6% | 1%
CCO/N=C(/C)c1c(O)cc(C(C)(C)C)n(-c2ccccc2)c1=O | -3% | -4 | 0% | 4% | 15% | 5 | 7% | -2 | -7% | 3% | 0%
COCCNC(=O)Nc1ccc2nc(-c3cccs3)c(-c3cccs3)nc2c1 | -8% | 0 | -7% | 1% | -14% | 0 | 0% | 17 | -3% | 1% | -2%
COc1ccc(CCNC(=O)CSc2nn3c(=O)c(C)nnc3s2)cc1OC | 17% | 0 | 7% | 2% | -1% | 13 | 9% | 1 | 0% | 10% | 0%
COc1ccc(CCN2CC(C(=O)Nc3cc(S(C)(=O)=O)ccc3Cl)CC2=O)cc1OC (centres undefined) | ? | nt | 1% | nt | nt | 17 | -1% | -22 | 9% | 1% | -2%
O=C(NCc1ccccc1)C1=C[C@H](c2ccc3c(c2)OCO3)C[C@H](OCCCCO)O1 | 0% | -5 | -6% | -7% | 1% | -18 | 2% | 32[activator] | 4% | 1% | -1%
COC(=O)C1C(=O)C=C(N2CCOCC2)CC1(C)C (centres undefined) | 1% | -1 | 1% | -3% | -15% | -1 | -1% | -6 | -1% | 2% | -1%
O=C(NCCc1ccccc1)C1CCCN1C(=O)NCc1ccccc1 (centres undefined) | -1% | 1 | 0% | -7% | 9% | -6 | 5% | 8 | -3% | -16% | -4%
CCN(CC)S(=O)(=O)c1ccc2c(c1)nc(CCC(=O)Nc1ccccc1Cc1ccccc1)n2CC | 0% | 0 | -6% | 3% | -3% | -7 | ? | 12 | 1% | 2% | 0%
COCCCNC(=S)N/N=C/c1ccc(OC)c(Br)c1 | -19% | 2 | 8% | 11µM* | 1µM* | 11 | 0% | 20 | 1% | -7% | -4%
CCCC(=O)N(Cc1cc(=O)[nH]c2ccccc12)c1cccc(C)c1 | -1% | 3 | -1% | -2% | -2% | 4 | -3% | -12 | 0% | -1% | -6%
O=S(=O)(NCc1ccco1)c1ccc(Cl)s1 | nt | nt | 0% | nt | nt | -6 | -5% | -2 | 1% | nt | nt

Marked active in NPC1 prom act (from the list above):
Molecule | RORgamma inh | uPA generation | Rab9 prom act | NPC1 prom act
c1cnc(Nc2nc(-c3ccc4ccccc4c3)cs2)nc1 | -5% | 3% | 0.28µM* | 0.28µM*
COc1ccc(/C=C/C(=O)c2ccccc2)c(OC)c1 | 16% | -5% | 1.8µM* | 3.2µM*
c1ccc(-n2ncc3c(N4CCC5(CC4)OCCO5)ncnc32)cc1 | 26% | 2% | ? | 2.5µM*
